Assay outcomes: PubChem, Sanford-Burnham Center for Chemical Genomics
MT1-MMP act inh = MT1-MMP (human) activation inhibition; P50281; HT1080 RFP-PRO-GFP cells, GFP/RFP ratio fluorescence, overnight; percent of plate control window, DMSO zero; GFP/RFP ratio change, % at 20 µM; 360,000 compounds, 0.061% hits;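 active means GFP/RFP ratio change of at least 30% with cell ATP level not reduced by more than half and red fluorescence within 50% of control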; further: strong numbers were not always called active
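Test system: HT1080 cells expressing an RFP-PRO-GFP fluorescent reporter construct / Compound dosing: single-point 20 µM compound, 1% DMSO / Schedule: cells overnight before dosing, compound overnight, 37 °C, 5% CO2 / Evaluation: GFP/RFP fluorescence ratio / Control set: DMSO and RFP-L50D-GFP cell wells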
CendR NRP1 mod = alters CendR peptide binding to human NRP-1. FAM-RPARPAR peptide binding to NRP-1, fluorescence polarization. O14786. AID 602438. 360,000 compounds, 0.85% hits. inhibition, % at 25 µM;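 active means inhibition or corrected inhibition above about 18%, plus a signal ratio from 0.5 to 1.5, limit read from the data, passing the limit was not always enough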; further: strong numbers were not always called active
Rpn11 inh = inhibitors of human proteasome Rpn11; O00487; human 26S proteasome, Ub4-pepOG fluorescence polarization; 20S core pre-blocked with epoxomicin; calls only at 20 µM; 360,000 compounds, 0.59% hits;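 active means inhibition at 20 µM, scaled to each plate's controls, above about 33%, limit read from the data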
Scp-1 inhibitor = inhibitors of human Scp-1 phosphatase. Recombinant Scp1, phosphopeptide, malachite green phosphate absorbance. AID 493091. inhibition, % at 20 µM. Q9GZU7. 340,000 compounds, 0.88% hits;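 active means inhibition above about 50% at 20 µM, limit read from the data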;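 further: plate controls were DMSO wells with enzyme for no effect and wells lacking enzyme for full effect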
Target sequence (Q9GZU7 76-261 limits assumed): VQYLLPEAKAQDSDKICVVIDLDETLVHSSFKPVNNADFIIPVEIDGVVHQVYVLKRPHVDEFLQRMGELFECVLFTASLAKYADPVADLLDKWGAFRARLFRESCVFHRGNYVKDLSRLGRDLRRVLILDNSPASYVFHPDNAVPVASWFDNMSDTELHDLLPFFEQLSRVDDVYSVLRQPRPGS
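Incubation: 45 min enzyme reaction at room temperature / System: truncated SCP-1 phosphatase (76-261aa) / Reagent: Phospho 17-mer peptide substrate / Buffer or medium: Acidic Tris acetate buffer with magnesium and detergent / Signal: absorbance at 630 nm / Doses: one concentration, 20 µM, with 1.0% DMSO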
NadD block = inhibitors of Staphylococcus aureus NadD | purified NadD enzyme, colorimetric absorbance read-out | inhibition, % at 20 µM | 360,000 compounds, 0.78% hits; in the data active means inhibition above about 26%; further: some compounds past the cut are filed as inactive
LMPTP block = blocks human LMPTP phosphatase; P24666; recombinant LMPTP-A, OMFP fluorogenic substrate, fluorescence intensity; inhibition, % at 20 µM; 360,000 compounds, 0.22% hits;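 active means compounds that cut the enzyme signal by at least half of the control window in the single-dose screen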;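 further: plate controls were DMSO wells with enzyme plus substrate for no effect and substrate without enzyme for full effect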
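Assay system: LMPTP-A enzyme. Input: 0.625 nM LMPTP-A final. Probe or stimulus: 400 µM OMFP. Compound dosing: single 20 µM dose. Schedule: 50 min dark incubation at room temperature. Detection: fluorescence intensity of OMFP turnover product. Read-out: percent inhibition versus substrate-only and uninhibited controls. Benchmarks: no-enzyme low control, uninhibited high control.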
DNMT1 block = DNMT1 (human) enzyme inhibition; P26358; DNMT1 molecular beacon, Hinp1I cleavage, fluorescence; inhibition (reported as % activation of signal), % at 10 µM; 360,000 compounds, 0.83% hits; in the data active means inhibition above about 50%
SUMO1-SIM PPI = alters human SUMO1 binding to SIM partners; SUMO1 binding to a labelled peptide, TR-FRET, 1 h; inhibition, % at 20 µM; 360,000 compounds, 0.33% hits; AID 602429; in the data active means inhibition above about 37%
SKN-1 inh = blocks SKN-1 activity in C. elegans; 360,000 compounds, 0.49% hits; C. elegans VP596 Pgst-4::GFP/RFP ratio, acrylamide-induced, 24 h; inhibition, % at 21.8 µM; AID 624304;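 active means interference check ratio from 0.5 to 1.5 plus GFP to RFP signal ratio inhibition reaching or exceeding a fixed threshold, cut at about 30% in these data, passing the limit was not always enough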; further: some compounds called inactive have numbers as strong as hits
STEP block = blocks human striatal-enriched tyrosine phosphatase; recombinant STEP, OMFP fluorogenic substrate, fluorescence; inhibition, % at 20 µM; 360,000 compounds, 0.25% hits; AID 588621;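 active means inhibition at 20 µM, scaled per plate between control wells, above about 37%, limit read from the data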;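 further: 0% = DMSO with enzyme and substrate and 100% = substrate only without enzyme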
Target sequence (P54829 whole entry, looked up): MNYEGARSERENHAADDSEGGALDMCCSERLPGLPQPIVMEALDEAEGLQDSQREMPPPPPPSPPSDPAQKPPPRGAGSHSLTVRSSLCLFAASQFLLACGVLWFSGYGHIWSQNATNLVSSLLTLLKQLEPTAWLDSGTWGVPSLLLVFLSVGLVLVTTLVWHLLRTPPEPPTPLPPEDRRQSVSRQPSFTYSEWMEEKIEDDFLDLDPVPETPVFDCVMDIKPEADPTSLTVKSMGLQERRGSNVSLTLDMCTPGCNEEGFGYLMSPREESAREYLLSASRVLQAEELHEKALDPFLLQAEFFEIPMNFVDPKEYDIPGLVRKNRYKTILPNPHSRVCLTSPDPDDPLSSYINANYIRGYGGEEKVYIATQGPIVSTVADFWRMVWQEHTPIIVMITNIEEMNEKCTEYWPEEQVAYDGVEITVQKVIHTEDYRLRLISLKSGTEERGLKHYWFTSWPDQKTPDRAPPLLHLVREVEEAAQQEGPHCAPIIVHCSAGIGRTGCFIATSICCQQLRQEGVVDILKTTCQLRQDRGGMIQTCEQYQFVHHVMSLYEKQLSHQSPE
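Material: STEP (striatal-enriched tyrosine phosphatase) enzyme, cell-free | Medium: 50 mM Bis-Tris pH 6.0 with 2.5 mM DTT and 0.005% Tween 20 | Read-out: Percent inhibition scaled to no-enzyme and uninhibited-enzyme controls, plate-pattern corrected | Signal: Fluorescence read at 480 nm ex / 540 nm em | Times: 20 min reaction, room temperature, in the dark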
An asterisk follows results filed as active; i = inactive; x = no result given; + = active, no number.

SMILES	MT1-MMP act inh	CendR NRP1 mod	Rpn11 inh	Scp-1 inhibitor	NadD block	LMPTP block	DNMT1 block	SUMO1-SIM PPI	SKN-1 inh	STEP block
COc1c(C)cc(C(=O)C2CCCN(C(=O)c3ccc4cc[nH]c4c3)C2)cc1C (stereo not given)	-1.7	-2.2	i	-5.2	-1.9	0.8	0.0	4.7	-1.0	2.7
Cc1ccc(OCC(=O)NNC(=O)C2CSC3(C)CCC(=O)N23)cc1C (stereo not given)	4.9	-6.8	i	-9.6	1.2	0.0	0.6	4.1	0.7	-0.2
CN(C)/C=C1\C(=O)N(c2ccc(Cl)cc2)CS1(=O)=O	3.1	-12.6	i	0.4	-4.0	-0.6	1.0	0.4	3.6	-1.7
CC(/C=N/NC(=O)CSc1ccccn1)=C\c1ccc(C(C)C)cc1	2.1	-5.7	i	-6.5	-4.0	2.3	2.1	-11.9	4.0	-0.4
Cc1ccc(C(=O)CCC(=O)Nc2ncccc2C)cc1	x	-8.5	i	-7.6	-8.0	0.3	11.1	6.9	-9.0	-1.1
CCCc1nc2cc(C)c(Br)c(C)n2c1Cc1ccc(OC)cc1C	4.0	-11.6	x	x	7.0	3.0	x	0.5	-13.0	x
Cc1cccc(COC[C@H](Cc2ccccc2)N2CCN(C(=O)c3cc(Cl)cc(Cl)c3)CCC2=O)c1	-6.0	-9.1	x	x	-2.5	4.2	x	2.2	1.0	x
Cc1ccc(-n2ncc(C#N)c2/N=C/N2CCOCC2)cc1	5.0	6.3	i	-2.2	-3.7	0.6	2.0	-1.7	5.2	-0.4
COc1cccc(NC(=O)COC(=O)c2c(-c3ccccc3)noc2C)c1	1.8	-2.8	i	49.1	-6.8	-0.1	-6.4	1.6	-1.7	-8.4
CSC1=N/C(=C\C=C\c2cccs2)C(=O)S1	-5.5	-89.4	+	46.2	13.0	5.7	19.9	-22.8	12.3	3.3
O=C(O)CN1C(=O)Nc2ccc(Br)cc2C1c1ccccc1 (stereo not given)	-0.8	1.8	i	-5.2	-1.4	-2.2	1.9	-3.3	9.5	2.0
O=C(COC(=O)c1cc[n+]([O-])cc1)Nc1c(Cl)cccc1C(F)(F)F	-0.9	-3.2	i	-0.6	-1.9	-0.5	3.6	-5.2	-0.6	0.7
CC(O)(c1cccnc1)c1nc(/C=C/c2ccccc2)cs1 (stereo not given)	-1.6	25.5*	i	x	-0.4	0.3	0.0	-14.9	10.6	0.8
O=C(CSc1nc(Nc2ccccc2)nc(N2CCOCC2)n1)Nc1ccc([N+](=O)[O-])cc1	-9.9	-1.5	i	0.5	20.9	1.5	-12.2	-11.4	1.8	2.6
COC(=O)CC1COc2ccccc2N1C(=O)c1cccc(Cl)c1 (stereo not given)	3.7	-4.5	i	-4.6	-4.2	-2.0	-0.3	-1.3	5.8	-3.4
Cc1cc(Cl)ccc1C(O)c1ncc(-c2cccc3ccccc23)[nH]1 (stereo not given)	2.7	-9.3	i	x	6.6	1.5	-0.9	-5.3	5.4	0.0
COC(=O)c1ccccc1NC(=O)CCCn1nc([N+](=O)[O-])c(Br)c1C	-4.8	2.0	i	8.9	-3.5	-0.9	-0.6	-8.2	-12.6	-0.2
COCCNC(=O)C(c1ccc(F)cc1)N(Cc1ccco1)C(=O)CCC(=O)Nc1nccs1 (stereo not given)	-7.0	2.0	i	-7.0	1.4	-0.8	1.3	-0.6	31.0	-4.9
N#Cc1ccc(OCC(=O)NNC(=O)C2CCCCC2)cc1	7.7	-52.8	i	-0.1	0.3	0.9	1.6	3.7	4.1	1.1
O=C(NC[C@H]1CCCO1)c1cccc2c1C(=O)c1ccc(-c3ccc(F)cc3OCc3ccccc3)cc1S2(=O)=O	11.7	-4.5	i	-0.5	17.0	2.4	-17.9	-14.9	2.6	-2.8

Reformatted: two of the compounds above
molecule,MT1-MMP act inh,CendR NRP1 mod,Rpn11 inh,Scp-1 inhibitor,NadD block,LMPTP block,DNMT1 block,SUMO1-SIM PPI,SKN-1 inh,STEP block
Cc1cccc(COC[C@H](Cc2ccccc2)N2CCN(C(=O)c3cc(Cl)cc(Cl)c3)CCC2=O)c1,-6.0,-9.1,x,x,-2.5,4.2,x,2.2,1.0,x
Cc1ccc(-n2ncc(C#N)c2/N=C/N2CCOCC2)cc1,5.0,6.3,i,-2.2,-3.7,0.6,2.0,-1.7,5.2,-0.4

Two entries from above, with each value named:
CC(O)(c1cccnc1)c1nc(/C=C/c2ccccc2)cs1 (stereo not given)
- MT1-MMP act inh = -1.6
- CendR NRP1 mod = 25.5*
- Rpn11 inh = i
- Scp-1 inhibitor = x
- NadD block = -0.4
- LMPTP block = 0.3
- DNMT1 block = 0.0
- SUMO1-SIM PPI = -14.9
- SKN-1 inh = 10.6
- STEP block = 0.8

O=C(CSc1nc(Nc2ccccc2)nc(N2CCOCC2)n1)Nc1ccc([N+](=O)[O-])cc1
- MT1-MMP act inh = -9.9
- CendR NRP1 mod = -1.5
- Rpn11 inh = i
- Scp-1 inhibitor = 0.5
- NadD block = 20.9
- LMPTP block = 1.5
- DNMT1 block = -12.2
- SUMO1-SIM PPI = -11.4
- SKN-1 inh = 1.8
- STEP block = 2.6

New compounds follow:
SMILES	MT1-MMP act inh	CendR NRP1 mod	Rpn11 inh	Scp-1 inhibitor	NadD block	LMPTP block	DNMT1 block	SUMO1-SIM PPI	SKN-1 inh	STEP block
Cc1nn(-c2nc3ccccc3s2)c(N)c1-c1ccccc1	-1.5	5.5	i	-12.8	-7.3	3.9	-4.1	0.3	5.9	-1.3
O=C(NCc1csc(-c2cccs2)n1)c1ccccc1	4.6	-5.4	i	3.5	-0.7	-1.7	-2.9	-19.6	-8.9	-0.6
CCOC(=O)c1[nH]c(C)c(/C(O)=C2\C(=O)C(=O)N(CCN(C)C)C2c2ccco2)c1C (stereo not given)	1.4	11.9	i	-7.9	-2.5	-1.2	0.2	0.8	12.8	-1.2
COc1cccc(C(=O)N2CCN(Cc3ccc(OC)cc3OC)CC2)c1	-0.9	-6.4	i	-7.3	-3.3	-0.8	-0.4	4.2	-7.2	0.9
